# HT1080 IDH1KD tx – HT-1080 IDH1 knockdown cell toxicity (counter line). Potency, µM (doses to about 46.1 µM), without a hit: at the highest dose activity, negative = toxicity, most hits filed as cytotoxic. HT-1080 IDH1 knockdown viability, ATP luminescence, 48 h. 2% of 360,000 active;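 also: 0% = DMSO wells and -100% = cell-free medium wells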
#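 Assay cells: HT-1080 with IDH1 knockdown, 750 per well, RPMI/5% FBS. Exposure: 48 h at 37 °C following 2 h pre-incubation. Read: CellTiter-Glo luminescence; fitted concentration-response, curve class assigned.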
# SW480 rereplic – DNA re-replication induction in SW480 cells | SW480 DNA re-replication, Hoechst DNA content imaging, 48 h | Potency, µM (titrated, usually from 46.1 µM), without a hit: at the top dose re-replication activation, hits mostly activators | 1.8% of 340,000 active | AID 624297; also: % of control where 0% means no effect; nearly all actives have a fitted effect of over 55% in size
#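 Image-based read-out: total Hoechst fluorescence of nuclei (405 nm excitation, 500-530 nm emission), with hits raising the fraction of high-intensity nuclei. SW480 colon cells incubated 48 hr with compounds at 37 C.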
# HT1080NT lethal – kills 2HG-producing HT-1080-NT fibrosarcoma cells; HT-1080-NT fibrosarcoma viability, CellTiter-Glo ATP luminescence, 48 h; Potency, µM (top dose mostly 46.1 µM), for inactives: top-dose activity, negative = less viability, usual class: cytotoxic; 1.6% of 360,000 active; AID 686970;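 also: NT is the 2HG producing partner of a matched IDH1 knockdown line; 0% = DMSO-treated cells and -100% = media-only wells without cells; nearly all actives have a fitted effect of over 55% in size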
#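 Compounds were tested in concentration-response format on HT-1080-NT cells for 48 hours at 37 degrees C. Cell viability came from CellTiter-Glo luminescence; curves were classified by r2, response magnitude and activity.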
# GLP1R cytotox – cytotoxicity in counter-screen for GLP-1R inverse agonists; Potency, µM (series often up to 38.3 µM), for inactives: top-dose activity change, negative = inhibition, actives largely listed as inhibitors; 0.13% of 410,000 active; HEK293 cAMP-luciferase reporter cells, luminescence, 24 h;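 also: loss of luciferase light is scored as toxicity; % is scaled to controls: 0 for no effect and ±100 for the full control effect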
#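 Quantitative HTS format, 1536 wells, 200 cells/uL seeded. Compounds: 23 nL, 24 h, 37 °C. Detection: luciferase reagent, luminescence at 12 min RT; decreased signal taken as cytotoxic.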
# KB-3-1 tox – KB-3-1 parental cell cytotoxicity; 1.4% of 400,000 active; KB-3-1 viability, CellTiter-Glo ATP luminescence, 72 h; Potency, µM (top dose mostly 46.1 µM), for inactives: top-dose activity change, negative = cytotoxic, usual class: cytotoxic; also: % is scaled to controls: 0 for no effect and ±100 for the full control effect; nearly all actives have a fitted effect of over 60% in size
#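 Viability of parental KB-3-1 cells, measured by CellTiter-Glo luminescence, followed a 72 h incubation at 37 °C with pinned compounds in phenol-red-free DMEM containing 10% FBS.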
# GLP1R ag – activates the human GLP-1 receptor. HEK293 GLP-1R CRE-luciferase, luminescence, 4-6 h; cells express a hypersensitive GLP-1R form. 0.007% of 380,000 active. Potency, µM (top dose mostly 45.6 µM), for the others: top-dose activation, usual class: activators. P43220; also: % of control where 0% means no effect
# Target sequence (P43220 whole entry, looked up): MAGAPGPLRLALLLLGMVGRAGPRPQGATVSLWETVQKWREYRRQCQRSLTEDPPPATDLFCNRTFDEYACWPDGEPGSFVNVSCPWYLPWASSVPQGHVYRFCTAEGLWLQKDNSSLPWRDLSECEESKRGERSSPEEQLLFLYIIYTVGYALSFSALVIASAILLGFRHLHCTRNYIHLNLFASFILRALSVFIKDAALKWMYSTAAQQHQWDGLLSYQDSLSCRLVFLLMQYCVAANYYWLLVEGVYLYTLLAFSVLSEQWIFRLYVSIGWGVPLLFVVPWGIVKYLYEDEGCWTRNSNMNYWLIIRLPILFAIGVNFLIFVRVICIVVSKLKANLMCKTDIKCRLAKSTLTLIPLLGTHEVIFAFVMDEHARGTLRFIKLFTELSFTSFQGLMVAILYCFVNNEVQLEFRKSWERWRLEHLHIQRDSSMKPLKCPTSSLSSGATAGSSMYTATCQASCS
# GLP1R inv ag – GLP-1 receptor (human) inverse agonism | 1.6% of 410,000 active | HEK293 GLP-1R CRE-luciferase, luminescence, 24 h; GLP-1R form is constitutively active | P43220 | Potency, µM (highest dose often 38.3 µM), without a hit: top-dose activity change, negative = inhibition, most hits filed as inhibitors; also: % is scaled to controls: 0 for no effect and ±100 for the full control effect; nearly all actives have a fitted effect of over 55% in size
#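 Readout was luciferase luminescence, measured 12 min after detection reagent at room temperature. Beforehand, GLP-1R reporter HEK293 cells had sat 12 h, then received compounds for 24 hr at 37 deg C.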
# KB-V1 MDR tox – kills drug-selected multidrug resistant KB-V1 cells | KB-V1 MDR cells viability, CellTiter-Glo, 72 h | Potency, µM (titrated, usually from 46.1 µM), for the others: top-dose activity change, negative = cytotoxicity, actives largely listed as cytotoxic | 3.4% of 400,000 active | AID 1347076; also: % is scaled to controls: 0 for no effect and ±100 for the full control effect; nearly all actives have a fitted effect of over 60% in size
#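 Cytotoxicity via CellTiter-Glo luminescence after 72 h compound exposure at 37 degrees C. Cells: drug-selected KB-V1 line, DMEM phenol-red free plus 10% FBS. Compounds tested at multiple concentrations; normalized data fitted to concentration-effect curves.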
# TDP43 rescue – TDP-43 toxicity inhibition in yeast; TDP-43 expressing yeast growth rescue, BacTiter-Glo, 24 h; Potency, µM (highest dose often 46.1 µM), inactives show at the highest dose growth rescue (activation), actives largely listed as activators; 1.8% of 410,000 active; AID 652104; also: % of control where 0% means no effect; nearly all actives have a fitted effect of over 50% in size
#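 Readout is BacTiter-Glo luminescence of cell growth, so inhibitors register as activators. TDP-43-expressing yeast at OD600=0.02 in galactose medium, after raffinose pregrowth to mid-log, were incubated with compound for 24 hr at 30 deg C.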
# * hit, by the source's call; ? = inconclusive; nt = not tested or not shown; [ ] = another dose, or the depositor's remark. Calls follow the shape of the dose curve; as a rule, active = well fitted curve in the direction sought with a large enough effect; inconclusive = small, poorly fitted or top-dose-only effect, or another doubt; inactive = no such curve, though single readings can be large; an effect the other way counts as inactive or inconclusive. Potency is read from the fitted curve at half-maximal effect.
Compound	TDP43 rescue	GLP1R cytotox	HT1080NT lethal	KB-3-1 tox	KB-V1 MDR tox	GLP1R ag	SW480 rereplic	GLP1R inv ag	HT1080 IDH1KD tx
Cc1cc2ccccc2nc1SCC(=O)NC1CCCC1	?	-10%	5%	5%	-31%	9%	-1%	?	14%
COc1ccc(NS(=O)(=O)c2ccc(C(=O)NCC3(N4CCOCC4)CCCCC3)cc2)cc1	21%	-2%	-10%	-20%	-23%	4%	?	?	-16%
C/C(=N\NC(=O)CN1CCN(S(=O)(=O)c2ccc(C)cc2)CC1)c1ccc(O)cc1	4%	2%	-1%	3%	-2%	-3%	-2%	-30%	1%
CC1CCN(C(=O)COC(=O)COc2ccccc2C#N)CC1	16%	-28%	1%	17%	4%	7%	-3%	4%	7%
COc1cc(NC(=O)C2CC(=O)N(Cc3ccco3)C2)c(OC)cc1Cl (configuration not stated)	13%	-1%	-14%	-2%	0%	-2%	-6%	18%	-1%
N#CC1(Nc2ccc(Br)cc2)CCCC1	-14%	0%	-4%	4%	?	10%	-1%	-17%	-14%
C=CCOc1ccc(CNCc2cccnc2)cc1	5%	9%	2%	-4%	15%	1%	-2%	5%	-2%
Cc1cnc(C(=O)OCC(=O)c2ccc(C3CCCCC3)cc2)cn1	22%	-6%	-3%	-4%	7%	-17%	-3%	4%	1%
Cc1ccc(CNC(=S)Nc2ccc3c(c2)c(=O)n(C)n3Cc2cccc(C(F)(F)F)c2)cc1	0%	-29%	?	-16%	-4%	-2%	nt	?	?
COC(=O)/C=C1\OCc2ccc(C)cc21	?	-19%	29%	-11%	-7%	nt	nt	-3%	9%
C/C(=N\NC(=O)CNC(=O)C(c1ccccc1)c1ccccc1)c1ccc(C(C)(C)C)cc1	21%	-2%	?	?	-16%	-16%	20%	4%	?
COc1cccc(CN(C)C(=O)c2cc(S(=O)(=O)NC3CCCCC3)ccc2C)c1OC	7%	-24%	0%[9.24 µM]	-20%	?	-4%	-4%	?	0%
CCOC(=O)[C@]12CCC=C1N(Cc1ccc3c(c1)OCO3)C(=O)[C@H](CC(=O)N1CCC(c3ccccc3)CC1)C2	8%	2%	-20%	?	?	0%	nt	?	?
CC(=O)C1=C(O)C(=O)N(CCc2c[nH]c3ccccc23)C1c1ccc(O)cc1 (configuration not stated)	11%	1%	0%	3%	3%	-7%	-2%	4%	-1%
O=C(NC(NCc1ccccn1)(C(F)(F)F)C(F)(F)F)c1ccco1	-12%	10%	?	-5%	-14%	-11%	?	4%	?
COCCNC(=O)C1(C)CCCN(Cc2noc(-c3ccccc3OC)n2)C1 (configuration not stated)	18%	2%	?	0%	0%	8%	nt	28%	2%
CCOCCOC(=O)C(C)Oc1ccc(Oc2ncc(Cl)cc2Cl)cc1 (configuration not stated)	-3%	0%	8%	-8%	3%	5%	-1%	15%	-1%
O=C(NN=C1CCCC1)c1ccn[nH]1	-14%	8%	0%	12%	1%	4%	nt	8%	-4%
CSCCC(NC(=O)C1CCCC1)c1nnc2ccccn12 (configuration not stated)	16%	1%	7%	0%	-3%	-7%	-15%	-4%	8%
CC(C)(C)NS(=O)(=O)c1cc(C(=O)O)ccc1Cl	-2%	0%	2%	3%	17%	3%	-5%	7%	-3%

# Shown as labelled records: four of the compounds above.
Cc1cnc(C(=O)OCC(=O)c2ccc(C3CCCCC3)cc2)cn1
  TDP43 rescue: 22%
  GLP1R cytotox: -6%
  HT1080NT lethal: -3%
  KB-3-1 tox: -4%
  KB-V1 MDR tox: 7%
  GLP1R ag: -17%
  SW480 rereplic: -3%
  GLP1R inv ag: 4%
  HT1080 IDH1KD tx: 1%

Cc1ccc(CNC(=S)Nc2ccc3c(c2)c(=O)n(C)n3Cc2cccc(C(F)(F)F)c2)cc1
  TDP43 rescue: 0%
  GLP1R cytotox: -29%
  HT1080NT lethal: ?
  KB-3-1 tox: -16%
  KB-V1 MDR tox: -4%
  GLP1R ag: -2%
  SW480 rereplic: nt
  GLP1R inv ag: ?
  HT1080 IDH1KD tx: ?

COC(=O)/C=C1\OCc2ccc(C)cc21
  TDP43 rescue: ?
  GLP1R cytotox: -19%
  HT1080NT lethal: 29%
  KB-3-1 tox: -11%
  KB-V1 MDR tox: -7%
  GLP1R ag: nt
  SW480 rereplic: nt
  GLP1R inv ag: -3%
  HT1080 IDH1KD tx: 9%

C/C(=N\NC(=O)CNC(=O)C(c1ccccc1)c1ccccc1)c1ccc(C(C)(C)C)cc1
  TDP43 rescue: 21%
  GLP1R cytotox: -2%
  HT1080NT lethal: ?
  KB-3-1 tox: ?
  KB-V1 MDR tox: -16%
  GLP1R ag: -16%
  SW480 rereplic: 20%
  GLP1R inv ag: 4%
  HT1080 IDH1KD tx: ?

# Quoted at random: 4 records from the list, in no set order.
Compound	TDP43 rescue	GLP1R cytotox	HT1080NT lethal	KB-3-1 tox	KB-V1 MDR tox	GLP1R ag	SW480 rereplic	GLP1R inv ag	HT1080 IDH1KD tx
CSCCC(NC(=O)C1CCCC1)c1nnc2ccccn12 (configuration not stated)	16%	1%	7%	0%	-3%	-7%	-15%	-4%	8%
C=CCOc1ccc(CNCc2cccnc2)cc1	5%	9%	2%	-4%	15%	1%	-2%	5%	-2%
COc1ccc(NS(=O)(=O)c2ccc(C(=O)NCC3(N4CCOCC4)CCCCC3)cc2)cc1	21%	-2%	-10%	-20%	-23%	4%	?	?	-16%
O=C(NN=C1CCCC1)c1ccn[nH]1	-14%	8%	0%	12%	1%	4%	nt	8%	-4%

# Next part
Compound	TDP43 rescue	GLP1R cytotox	HT1080NT lethal	KB-3-1 tox	KB-V1 MDR tox	GLP1R ag	SW480 rereplic	GLP1R inv ag	HT1080 IDH1KD tx
COc1cc2c(cc1OC)C(COc1ccccc1OC)N(C(C)=O)CC2 (configuration not stated)	nt	-14%	3%	1%	17%	25%	-9%	67%[activator]	-1%
O=C1CCCc2c1nc(-c1ccc(F)cc1)n2O	5%	13%	4%	-6%	22%	3%	-19%	-4%	5%
Cc1ccc(OCC(=O)NCC2CCCO2)c(C)c1 (configuration not stated)	-7%[9.22 µM]	1%	6%	-5%	-8%	1%	0%	-3%	1%
CC1(C(=O)Nc2ccc3c(c2)OCCO3)CSCC(=O)N1Cc1ccco1 (configuration not stated)	21%	3%	19%	21%	-21%	nt	nt	23%	23%
CC(=C/c1ccccc1)/C=N/Nc1nc(N2CCOCC2)nc(N2CCOCC2)n1	23%	-5%	-4%	19%	?	-1%	-5%	-7%	2%
CCNC(=O)C1(C)CCN(Cc2noc(-c3c(C)noc3C)n2)C1 (configuration not stated)	7%	-2%	29%	0%	3%	2%	nt	14%	4%
CCCCOC(=O)CCCc1ccc([N+](=O)[O-])cc1[N+](=O)[O-]	?	2%	5%	8%	0%	29%	0%	-11%	4%
COc1ccc(/C=C/C(=O)O)cc1S(=O)(=O)N1CCc2ccccc2C1	0%	-7%	-1%	-3%	-4%	-2%	1%	6%	-2%
O=S1(=O)N[C@H](Cc2ccccc2)COc2cc(N3CC[C@H](O)C3)ccc21	13%	-15%	-15%	-18%	15%	10%	nt	?	-24%
O=C(CNC(=S)N(Cc1ccccc1)Cc1cccs1)NCc1ccc(F)cc1	12%	-24%	-12%	-7%	?	7%	-9%	2.8µM*	-26%
CCN(CC)C(=O)CSc1nc2c(sc(=S)n2-c2ccc(C)cc2C)c(=O)[nH]1	-17%	2%	-16%	-6%	22%	-1%	1%	-19%	-1%
CN(CCc1ccccn1)c1ccc([N+](=O)[O-])cn1	17%	-6%	12%	9%	21%	5%	-17%	32%[activator]	-1%
O=C(c1cn(Cc2ccccc2)nc1-c1cccnc1)N1CCN(Cc2c(F)cccc2Cl)CC1	1%	4%	2%	1%	-5%	3%	1%	4%	2%
COc1ccc(C(=O)Nc2ccc(N3CCOCC3)c(C(F)(F)F)c2)cc1OC	20µM*	?	nt	-1%	?	-3%	nt	?	nt
COc1ccc2cc(C(N)=O)/c(=N/NC(=O)c3ccco3)oc2c1	10%	?	7%	2%	-39%	-4%	8%	41%[activator]	9%
Cc1ccc(N2CCN(S(=O)(=O)c3ccc4c(c3)NC(=O)C(C)C(=O)N4)CC2C)cc1 (configuration not stated)	-11%	3%	2%	?	-20%	12%	9%	-26%	-19%
N#Cc1cc2c(nc1SCC(=O)Nc1sc3c(c1C#N)CCC3)CCC2	12%	5%	21%	0%	-8%	0%	15%[9.22 µM]	27%	13%
O=C(N/N=C/c1cn(CCOc2ccccc2)c2ccccc12)c1ccncc1	-23%	-8%	11%	-5%	5%	3%	-6%	-19%	1%
COc1ccc(OC)c(NC(=O)Cc2c(C(=O)O)n(C)c3ccc(C)cc23)c1	12%	-1%	nt	4%	17%	nt	nt	11%	nt
O=C(COc1ccc(Cl)cc1Cl)NCC1(N2CCOCC2)CCCCC1	-2%	5%	-10%	?	?	-2%	-1%	?	-5%
COc1cccc(NC(=O)CN(C)C(=O)c2ccc3[nH]c4c(c3c2)CC(C)CC4)c1 (configuration not stated)	0%	2%	-7%	20%	?	3%	0%	-16%	-20%
COC(=O)C[C@H]1C[C@H]2c3cc(NC(=O)C4CCOCC4)ccc3O[C@H]2[C@@H](CO)O1	20%	2%	12%	23%	27%	7%	nt	15%	8%
Cc1cccc(N(Cc2cc3ccccc3[nH]c2=O)C(=O)c2cccs2)c1	-4%	0%	-29%	-7%	-5%	15%	-1%	-26%	-2%
Cc1noc(C)c1S(=O)(=O)Nc1ccc2c(c1)C(=O)N([C@H](C)CO)C[C@H](C)[C@@H](CN(C)S(=O)(=O)c1ccc(F)cc1)O2	7%	3%	9%	12%	0%	-3%	-1%	11%	9%
N#Cc1ccc(C(=O)NCC(c2ccco2)N2CCCCC2)cc1 (configuration not stated)	7%	3%	8%	18%	0%	-7%	0%	-1%	15%
COc1ccccc1-c1nnc(C2CCN(C(=O)c3cccc(Cl)c3)CC2)o1	20µM*	1%	nt	-3%	?	nt	nt	-2%	nt

# Bioassay records (PubChem)
